# Source: PubChem
# CatG inh: blocks human cathepsin G enzyme activity; purified enzyme, AMC-tetrapeptide fluorescence, pooled mixtures; AID 581; actives 0.2% (n = 62,000); inhibition, % at 5 µM (by protocol); P08311;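 active = inhibition above 20% in each of the two mixture wells holding the compound; inactive = inhibition of 20% or less in either well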;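 note: 0% = enzyme control without mixture and 100% = blank lacking enzyme; strong numbers were not always called active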
# FXIIa inh mix: factor XIIa (human) inhibition, mixture screen; inhibition, % at 5 µM; purified FXIIa, fluorogenic substrate, pooled mixtures; actives 0.2% (n = 62,000);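 note: 0% = enzyme without compound and 100% = no enzyme blank; some results filed as inactive read as strong as hits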
# C1s block: human complement C1s inhibition. P09871. purified C1s, fluorogenic AMC substrate, pooled mixtures. mean inhibition % of two 10-compound mixtures (hits give high values), % at 5 µM (by protocol). actives 0.16% (n = 62,000);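 active = inhibition above 20% in each of the two 10-compound mixture wells holding the compound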;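 note: 0% = enzyme wells lacking compound mixture and 100% = no-enzyme blank wells; some compounds called inactive have numbers as strong as hits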
# 5HT1a ag: 5-HT1a (human) receptor agonism; P08908; CHO 5-HT1a Ga15 NFAT-bla reporter, FRET ratio; 0% basal, 100% maximal reference agonist; activation, % at 10 µM; actives 0.56% (n = 65,000); AID 567;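 active = activation above the screen-wide mean activation plus 3 SD, cut at about 19% in these data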;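 note: 0% = DMSO wells and 100% = 5-CT at EC100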
# DUSP1 inh: blocks human MKP-1 phosphatase activity; recombinant MKP-1, OMFP hydrolysis fluorescence; actives 0.15% (n = 65,000); P28562; inhibition, %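 (compounds tested at a single concentration somewhere between 10 and 100 µM)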;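 active = inhibition above about 50%, limit read from the data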;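 note: 0% = DMSO max control wells and 100% = wells with enzyme stopped by NaOH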
# Target sequence (P28562 whole entry, looked up): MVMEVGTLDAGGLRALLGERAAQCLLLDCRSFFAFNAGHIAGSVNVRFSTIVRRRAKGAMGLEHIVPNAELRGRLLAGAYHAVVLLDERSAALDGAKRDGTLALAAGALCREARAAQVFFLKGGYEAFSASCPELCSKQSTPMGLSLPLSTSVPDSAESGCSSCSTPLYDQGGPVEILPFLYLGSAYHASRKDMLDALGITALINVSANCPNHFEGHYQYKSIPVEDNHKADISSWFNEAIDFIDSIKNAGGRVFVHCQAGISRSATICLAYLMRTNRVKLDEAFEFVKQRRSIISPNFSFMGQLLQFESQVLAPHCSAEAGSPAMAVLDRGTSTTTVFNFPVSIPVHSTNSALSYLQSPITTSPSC
# CatL inh: inhibitors of human cathepsin L; P07711; purified cathepsin L, fluorogenic substrate, fluorescence; inhibition, %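 (tested at 10 µM)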; actives 0.17% (n = 58,000); AID 460; in the data active = inhibition above about 45%;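 note: 0% = enzyme with no compound and 100% = no enzyme blank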
# Cdc25B inh: inhibitors of human Cdc25B phosphatase; recombinant Cdc25B, OMFP fluorescence Ex485/Em525; actives 0.1% (n = 65,000); inhibition, %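 (compounds tested at 10 µM final in the well)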; P30305; in the data active = inhibition above about 50%
# Target sequence (P30305 whole entry, looked up): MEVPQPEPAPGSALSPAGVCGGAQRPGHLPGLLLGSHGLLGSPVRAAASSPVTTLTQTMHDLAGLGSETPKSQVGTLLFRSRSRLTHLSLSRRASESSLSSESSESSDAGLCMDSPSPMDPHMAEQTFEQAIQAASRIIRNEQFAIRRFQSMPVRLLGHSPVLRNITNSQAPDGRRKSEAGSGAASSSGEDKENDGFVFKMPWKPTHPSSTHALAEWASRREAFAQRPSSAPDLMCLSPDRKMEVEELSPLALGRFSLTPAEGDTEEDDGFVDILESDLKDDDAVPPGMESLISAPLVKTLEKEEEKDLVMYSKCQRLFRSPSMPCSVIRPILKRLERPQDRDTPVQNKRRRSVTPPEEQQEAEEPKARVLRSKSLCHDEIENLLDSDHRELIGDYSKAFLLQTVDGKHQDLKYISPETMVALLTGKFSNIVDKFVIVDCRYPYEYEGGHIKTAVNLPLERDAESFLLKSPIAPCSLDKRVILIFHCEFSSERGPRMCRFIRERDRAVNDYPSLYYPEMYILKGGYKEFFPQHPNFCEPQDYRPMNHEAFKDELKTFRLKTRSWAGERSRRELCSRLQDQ
# Hsp90 inh: displaces geldanamycin probe from tumor Hsp90 | NCI-N417 lysate Hsp90, Cy3B-geldanamycin FP displacement | actives 0.35% (n = 64,000) | inhibition, % at 30 µM | AID 429;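 active = inhibition above 50%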;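 note: 0% = tracer plus lysate wells and 100% = tracer alone without lysate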
# FXIa mix inh: factor XIa (human) inhibition, mixture screen | inhibition, % at 5 µM | purified FXIa, fluorogenic substrate, pooled mixtures | AID 680 | P03951 | actives 0.19% (n = 62,000);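 note: each value is inhibition by a whole ten-compound pool holding the compound; 0% = enzyme with no mixture and 100% = wells lacking enzyme; strong numbers were not always called active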
# The depositor's hits bear a star; · = no result given. Cut-off read from the data, not from the text of the source, unless noted: active = inhibition above about 20% (passing the limit was not always enough); inactive = the rest.
no.	SMILES	CatG inh	FXIIa inh mix	C1s block	5HT1a ag	DUSP1 inh
1	Cc1nnc(SCC(C)C)[nH]c1=O	2	1	4	-2.2	-1
2	Cc1nc2nc(C)c(CCC(=O)NC(C)c3ccc4c(c3)OCCO4)c(C)n2n1 (configuration not stated)	-15	-2	-46	-2.2	-13
3	CCc1c(C)n2nc(C)cc2[nH]c1=O	7	-11	13	-4.8	-16
4	O=C(NCCCNCc1ccccc1)c1ccccn1	8	3	0	-3.3	-9
5	CCS(=O)(=O)Nc1cc(-c2nc3cccnc3s2)ccc1C	7	7	-4	2.8	-7
6	COc1ccc(-c2n[nH]c(=S)n2C2CCCCC2)cc1	6	6	-17	-2.4	0
7	COc1ccc(-c2nnc3ccc(SC)nn23)cc1	-1	9	-27	-1.6	10
8	CCC(C)[C@@H](C(=O)Nc1ccc(OC)c(OC)c1)N1Cc2ccccc2C1=O (some centres not stated)	10	15	16	-0.2	13
9	N#CCSc1nc2c(cc1C#N)CCCC2	11	9	14	0.4	17
10	CC1=C(C#N)C(=O)OC(C)(C)C1	·	·	·	2.6	-19
11	Cc1ccc2[nH]c3c(N4CCCCCC4)ncnc3c2c1	8	3	5	1.9	-15
12	CCn1c(CNc2cccc(Cl)c2)nnc1SCC(=O)OC1CCCCC1	-1	1	-12	-1.5	8
13	O=C(COc1ccc(Cl)cc1Cl)NCc1ccncc1	3	18	-2	-1.4	3
14	Cc1noc(C)c1S(=O)(=O)NCC(=O)O	-1	6	0	-2.8	-2
15	Clc1ccccc1-c1ccc(/C=N/n2cnnc2)o1	-1	8	-2	-0.6	4

no.	CatL inh	Cdc25B inh	Hsp90 inh	FXIa mix inh
1	-4	-6	-5	0
2	-6	-4	-4	-7
3	8	6	1	8
4	-3	-6	0	-1
5	13	3	-6	-4
6	·	3	-2	-5
7	1	-7	-6	12
8	15	-9	14	9
9	-1	-1	-2	9
10	3	-20	12	·
11	-4	13	-9	7
12	-4	-4	1	2
13	8	-9	-5	-4
14	5	-2	-1	2
15	6	4	-1	13

# (cont.)
no.	SMILES	CatG inh	FXIIa inh mix	C1s block	5HT1a ag	DUSP1 inh
16	CCC(=O)Nc1sc2c(c1C(N)=O)CCN(C(C)=O)C2	11	9	15	0.5	-3
17	COCCn1nnnc1C(c1ccccc1OC)N1CCN(c2ccccc2)CC1 (configuration not stated)	-8	7	11	0.6	-1
18	CCCN1Cc2cccc(C(=O)N3CCN(c4cc(Cl)ccc4C)CC3)c2C1=O	5	6	3	-0.9	21
19	O=c1cc(-c2cccc3ccccc23)[nH][nH]1	7	4	3	-0.1	4
20	Cn1c(CN2CCOCC2)nc2cc(NC(=O)c3ccc(Cl)cc3)ccc21	1	6	-12	-0.6	36
21	CCn1c(SC/C=C/c2ccccc2)nnc1-c1cnccn1	-8	16	-21	-3.3	-1
22	Cc1ccc(-n2nnnc2SCC(=O)N2c3ccccc3NC(=O)C2(C)C)cc1	-2	3	4	-1.9	11
23	CCCCCCSc1ncc(C#N)c(N)n1	12	-6	18	-1.7	-11
24	COc1ccc2c(c1)C1(Nc3ccccc3-c3nc4ccccc4n31)C(=O)N2 (configuration not stated)	2	-19	-7	-1.2	-6
25	O=C(CCNS(=O)(=O)c1cccs1)NCc1cccs1	5	10	-33	0.6	1
26	COc1ccc(O)c(C(=O)c2cnn(C(=O)c3cc(C)oc3C)c2)c1	0	9	-4	-0.6	6
27	C=CCSC1=C(C#N)C(c2ccccc2OCC)CC(=O)N1 (configuration not stated)	14	7	16	0.1	-2
28	O=S(Cc1ccc(Cl)cc1)CC(O)COc1ccc(Cl)cc1 (configuration not stated)	-3	18	3	-1.5	15
29	CCC1Sc2ccccc2N(CC(=O)NC2CCCC2)C1=O (configuration not stated)	6	1	-9	0.6	4
30	Cn1c(=O)c2c(nc(SCC(=O)Nc3ccc(N4CCOCC4)c(Cl)c3)n2C)n(C)c1=O	12	-1	13	1.6	5

no.	CatL inh	Cdc25B inh	Hsp90 inh	FXIa mix inh
16	-3	-2	-3	11
17	34	-16	0	-2
18	-2	-12	-1	2
19	13	3	-4	14
20	30	7	-2	11
21	5	-2	-6	5
22	0	6	-3	2
23	14	2	-6	7
24	5	-2	-2	0
25	-2	-6	·	6
26	4	-4	·	9
27	-5	-5	-1	8
28	-3	6	-3	1
29	-5	-2	-2	38
30	13	1	3	10

# Other results follow:
no.	SMILES	CatG inh	FXIIa inh mix	C1s block	5HT1a ag	DUSP1 inh
31	O=C1c2ccccc2C(=O)N1CCN1CCc2ccccc21	·	·	·	2.5	-14
32	COc1ccc(C2C(C(C)=O)=C(C)N=c3s/c(=C/c4ccc5c(c4)OCO5)c(=O)n32)cc1 (configuration not stated)	7	4	-4	0.9	24
33	Cn1ccnc1Sc1nc2ccccc2nc1NS(=O)(=O)c1ccccc1	1	2	6	-0.4	44
34	Cc1cccc(N2C(=O)CC(N3CCN(C(=O)c4ccccc4)CC3)C2=O)c1 (configuration not stated)	13	1	14	0.3	5
35	COc1ccccc1N1CCN(Cc2ccc(Br)o2)CC1	8	1	13	-1.2	10
36	COc1ccc(OC)c(NC(=O)COC(=O)c2ccc(-n3cnnn3)cc2)c1	11	-13	6	-1.8	-12
37	COc1ccc(OC)c(NC(=O)c2cn(C)c(=O)c3cc(OC)c(OC)cc23)c1	-16	5	-20	2.5	15
38	c1ccc(CNc2ncnc3c2ncn3C2CCCCO2)cc1 (configuration not stated)	10	-18	-2	-1.1	10
39	CCOC(=O)c1oc2ccccc2c1CSc1nnnn1-c1ccc(C)cc1	-8	9	-15	-4.8	1
40	C=CCn1cc(C(=O)N2CCN(C)CC2)c(=O)c2cc(S(=O)(=O)N3CCCC3)ccc21	-2	3	-6	1.6	3
41	O=C(Nc1cccc(C(=O)N2CCOCC2)c1)NC1CCCCC1	1	5	2	0.5	-16
42	C=CCOC(=O)CCP(=O)(CCC(=O)OCC=C)c1ccccc1	9	8	7	-3.9	3
43	CCCCn1c2c(c3ccccc31)CCc1nonc1-2	-13	5	-13	1.5	8
44	CNC(=O)NCCN1CCCC1=O	5	7	18	-1.9	15
45	C=C(C)CSc1nnc(-c2cc(OC)c(OC)c(OC)c2)n1N	8	3	-5	-4.7	-3

no.	CatL inh	Cdc25B inh	Hsp90 inh	FXIa mix inh
31	11	-7	-12	·
32	11	-9	-15	-4
33	-3	-3	3	6
34	-8	-3	-1	7
35	3	-22	-2	6
36	·	-5	-3	-1
37	4	-13	-3	-2
38	15	1	·	0
39	1	-8	-1	-1
40	·	-9	1	1
41	-5	-4	0	4
42	16	-12	-6	7
43	-4	-10	-3	-3
44	7	-2	3	11
45	-6	1	·	-2

# Further results.
no.	SMILES	CatG inh	FXIIa inh mix	C1s block	5HT1a ag	DUSP1 inh
46	COc1cc(C)nc(OCCNC(=O)COc2ccc(Cl)cc2C)n1	-3	-2	-22	-1.1	12
47	CC1(C(=O)N(c2ccccc2)C(C(=O)NC2CCCC2)c2ccccn2)CC(=O)N=C2C=CC=CN21 (configuration not stated)	-9	14	-40	-3.4	3
48	O=C(O)Cn1cc2c(n1)CCCCC2	9	15	3	-4.3	-5
49	CCOC(=O)CNC(=O)CSc1nnc(-c2cccc(C)c2)n1-c1ccc(OC)cc1	11	7	-1	0.2	15
50	CN=C1SC(CC(=O)Nc2sc(C)c(C)c2C(=O)OC)C(=O)N1C (configuration not stated)	7	0	11	-2.4	11
51	COc1cc([C@H]2[C@@H]3CCCC[C@]3(O)CCN2CC(=O)Nc2ccc(C)cc2)ccc1O	13	3	13	-1.0	33
52	COc1ccc(S(=O)(=O)n2ccnc2)c2cccnc12	-6	5	-19	-1.9	0
53	COc1cc(C(=O)N2CCCN(c3nc4cc(C)ccc4cc3C#N)CC2)cc(OC)c1OC	·	·	·	3.5	36
54	COc1cccc(-c2noc(-c3cccnc3)n2)c1	7	8	-5	-1.8	2
55	O=C(c1cnn2ccccc12)N1CCCc2ccccc21	1	6	0	-1.4	-1
56	CCCNC(=O)c1cc(-c2ccco2)on1	8	-14	-6	-0.9	-3
57	N#CCSc1nnc(N)s1	0	3	3	0.6	8
58	O=c1oc2ccccc2c2c1ncn2C1CCCCC1	-2	4	-5	0.9	7
59	COC(=O)CCC(=O)Nc1ccc(NC(=O)CCC(=O)OC)cc1	8	14	10	-2.5	-2
60	NCCN1CCN(CCN)CC1	2	10	0	-3.5	-3
61	CCOC(=O)N1CCN(C(=O)Cc2ccc(Cl)cc2)CC1	10	21	14	-1.7	0

no.	CatL inh	Cdc25B inh	Hsp90 inh	FXIa mix inh
46	4	-8	-1	-1
47	-14	1	0	-4
48	1	-7	5	6
49	10	0	-3	-2
50	-11	1	-3	4
51	11	3	-4	6
52	2	3	1	1
53	·	-5	2	·
54	8	-2	-1	0
55	·	4	-3	10
56	-3	-6	-5	9
57	-1	-5	-2	4
58	-5	-4	-1	7
59	9	-7	-2	5
60	-2	-11	-2	7
61	21	-5	-6	3

# Grouped by structure, those above with a Cl atom (9)
no.	SMILES	CatG inh	FXIIa inh mix	C1s block	5HT1a ag	DUSP1 inh
12	CCn1c(CNc2cccc(Cl)c2)nnc1SCC(=O)OC1CCCCC1	-1	1	-12	-1.5	8
13	O=C(COc1ccc(Cl)cc1Cl)NCc1ccncc1	3	18	-2	-1.4	3
15	Clc1ccccc1-c1ccc(/C=N/n2cnnc2)o1	-1	8	-2	-0.6	4
18	CCCN1Cc2cccc(C(=O)N3CCN(c4cc(Cl)ccc4C)CC3)c2C1=O	5	6	3	-0.9	21
20	Cn1c(CN2CCOCC2)nc2cc(NC(=O)c3ccc(Cl)cc3)ccc21	1	6	-12	-0.6	36
28	O=S(Cc1ccc(Cl)cc1)CC(O)COc1ccc(Cl)cc1 (configuration not stated)	-3	18	3	-1.5	15
30	Cn1c(=O)c2c(nc(SCC(=O)Nc3ccc(N4CCOCC4)c(Cl)c3)n2C)n(C)c1=O	12	-1	13	1.6	5
46	COc1cc(C)nc(OCCNC(=O)COc2ccc(Cl)cc2C)n1	-3	-2	-22	-1.1	12
61	CCOC(=O)N1CCN(C(=O)Cc2ccc(Cl)cc2)CC1	10	21	14	-1.7	0

no.	CatL inh	Cdc25B inh	Hsp90 inh	FXIa mix inh
12	-4	-4	1	2
13	8	-9	-5	-4
15	6	4	-1	13
18	-2	-12	-1	2
20	30	7	-2	11
28	-3	6	-3	1
30	13	1	3	10
46	4	-8	-1	-1
61	21	-5	-6	3
